Screening data as filed in PubChem BioAssay.
p53null 39C kill – qHTS Screen for Compounds that Selectively Target Cancer Cells with p53 Mutations: Cytotoxicity of p53 Null Cells at the Nonpermissive Temperature. 55,000 tested, 0.97% active. H1299 p53-null (neo) cells, 39C, ATPlite viability, 24 h. Potency, µM (series often up to 46.1 µM), inactives show at the top dose activity, negative = cell killing, most hits filed as cytotoxic. AID 904, 2007;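 further: potency means the concentration at half of the fitted maximal effect; 0% = DMSO only and -100% = full killing by 100 µM tamoxifen; nearly all actives have a fitted effect of over 50% in size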
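Concentration-response (up to 46 uM) was run for 24 h at the nonpermissive 39C on H1299-p53A138V or H1299-neo cells. ATP content was measured with ATPlite luminescence. AC50 values were Hill-modeled after normalizing between DMSO and 100 uM tamoxifen killing.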
PTAP-TSG101 blk – qHTS Validation Assay for Inhibitors of HIV-1 Budding by Blocking the Interaction of PTAP/TSG101: Sytravon Library Screen | Tumor susceptibility gene 101 protein (Homo sapiens), Q99816 | Fluorescence polarization, FITC-PTAP peptide/Tsg101, 20 min | Potency, µM (doses to about 115 µM), without a hit: at the top dose activity change, negative = inhibition, hits mostly inhibitors | 44,000 tested, under 10 active | AID 1347069, 2019; further: potency means the concentration at half of the fitted maximal effect; 0% is about no effect
Target sequence (Q99816 whole entry, looked up): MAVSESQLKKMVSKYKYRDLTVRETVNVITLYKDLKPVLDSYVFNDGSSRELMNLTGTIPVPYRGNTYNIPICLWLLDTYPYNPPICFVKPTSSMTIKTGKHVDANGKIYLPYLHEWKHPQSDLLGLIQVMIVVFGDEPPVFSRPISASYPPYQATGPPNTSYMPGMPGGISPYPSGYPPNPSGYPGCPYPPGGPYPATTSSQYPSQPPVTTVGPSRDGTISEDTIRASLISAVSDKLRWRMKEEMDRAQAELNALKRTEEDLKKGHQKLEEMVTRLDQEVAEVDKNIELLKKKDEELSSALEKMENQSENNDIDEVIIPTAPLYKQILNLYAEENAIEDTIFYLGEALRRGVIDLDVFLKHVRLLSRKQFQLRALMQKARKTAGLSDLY
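The Tsg101 binding domain, at 10 uM final, is mixed with compound and a FITC peptide bearing the PTAP motif (50 nM final). After 20 min at r.t., polarization is measured; actives defined by CRC class, efficacy cut-off 60% inhibition.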
B2AR arrestin ag – qHTS assay of beta-arrestin-biased ligands of beta2-adrenergic receptor: NCGC Sytravon Library Screen; Beta-2 adrenergic receptor (Homo sapiens), P07550; HTLA Tango cells, beta-arrestin recruitment, luciferase luminescence, 18 h; Potency, µM (doses to about 46.1 µM), for inactives: at the top dose activation, actives largely listed as activators; 44,000 tested, under 10 active; AID 1347077, 2019;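 further: potency means the concentration at half of the fitted maximal effect; 0% = DMSO and full agonism = EC100 isoproterenol or metaproterenol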
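Tango cell line, 1% FBS DMEM; cpd titration up to 46 microM; 18 hr, 37 degrees C, 5% CO2. Luciferin/ATP substrate mix added, 15 min RT, luminescence. %Activity, CRC fitting, curve-class categorization.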
NTMT1 inh – Primary qHTS for Inhibitors of N-terminal methyltransferase 1 (NTMT1): MTaseGlo Assay | N-terminal Xaa-Pro-Lys N-methyltransferase 1 (Homo sapiens), Q9BV86 | NTMT1 MTase-Glo SAH luminescence, purified enzyme | Potency, µM (top dose mostly 114 µM), inactives show at the top dose activity change, negative = inhibition, most hits filed as inhibitors | 59,000 tested, 2.5% active;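 further: potency means the concentration at half of the fitted maximal effect; plate controls were DMSO vehicle for no effect and no enzyme for full effect; nearly all actives have a fitted effect of over 65% in size; many of its hits are not listed in these tables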
Target sequence (Q9BV86 whole entry, looked up): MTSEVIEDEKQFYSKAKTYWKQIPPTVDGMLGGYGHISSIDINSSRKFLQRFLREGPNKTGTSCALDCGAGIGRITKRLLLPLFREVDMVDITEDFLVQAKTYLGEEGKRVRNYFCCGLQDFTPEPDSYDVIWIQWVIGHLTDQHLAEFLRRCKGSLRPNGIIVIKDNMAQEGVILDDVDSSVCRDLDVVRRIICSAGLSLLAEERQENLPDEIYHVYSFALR
GALK inhibitor – qHTS Assay for Inhibitors of Human Galactokinase (GALK): NCGC Sytravon Library Screen | P51570 | recombinant GALK, Kinase-Glo ATP luminescence, 1 h | Potency, µM (top dose mostly 57.5 µM), inactives show at the highest dose activity, negative = inhibition, most hits filed as inhibitors | 44,000 tested, under 10 active | AID 1347072, 2019;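 further: plate controls were full GALK reaction for no effect and reaction lacking GALK for full effect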
Target sequence (P51570 whole entry, looked up): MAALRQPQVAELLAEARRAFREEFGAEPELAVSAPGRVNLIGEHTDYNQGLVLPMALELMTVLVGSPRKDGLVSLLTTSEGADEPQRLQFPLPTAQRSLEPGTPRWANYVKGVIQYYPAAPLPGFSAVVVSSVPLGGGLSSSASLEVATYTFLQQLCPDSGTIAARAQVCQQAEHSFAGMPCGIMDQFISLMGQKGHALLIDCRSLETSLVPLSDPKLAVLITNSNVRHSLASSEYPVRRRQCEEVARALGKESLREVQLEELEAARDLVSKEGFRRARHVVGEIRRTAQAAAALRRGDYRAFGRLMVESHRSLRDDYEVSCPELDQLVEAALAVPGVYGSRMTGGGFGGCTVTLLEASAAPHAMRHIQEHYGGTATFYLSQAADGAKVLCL
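Compounds were pinned into ATP buffer, then GALK-galactose mix was added (final 5 nM enzyme, 35 uM ATP, 100 uM galactose, pH 8.0). After 1 h at room temperature, Kinase-Glo Plus was added and luminescence read.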
p53null 32C kill – qHTS Screen for Compounds that Selectively Target Cancer Cells with p53 Mutations: Cytotoxicity of p53 Null Cells at the Permissive Temperature. 55,000 tested, 0.62% active. H1299-neo p53 null cells, ATP luminescence, 24 h, 32C. Potency, µM (series often up to 46.1 µM), for the others: at the top dose activity change, negative = cytotoxicity, actives largely listed as cytotoxic. AID 903, 2007;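 further: potency means the concentration at half of the fitted maximal effect; 0% = DMSO only and -100% = full killing by 100 µM tamoxifen; nearly all actives have a fitted effect of over 55% in size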
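ATP-content luminescence in p53-null H1299-neo cells after 24 h compound exposure (up to 46 uM) at 32C permissive temperature; 0% and 100% killing set by DMSO and 100 uM tamoxifen; Hill-equation AC50.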
FH mod – Identification of activators of human fumarate hydratase by quantitative high-throughput screening; Potency, µM (doses to about 79.9 µM), without a hit: at the top dose activity change, negative = inhibition, actives largely listed as inhibitors; FH coupled MDH/diaphorase resazurin fluorescence, 15 min; 54,000 tested, 0.22% active; further: potency means the concentration at half of the fitted maximal effect; on the % scale 0 is the no-effect control and ±100 the full control effect; the screen sought activators but most active calls are inhibition curves; nearly all actives have a fitted effect of over 45% in size
The depositor's hits bear a star; ? = inconclusive; nt = no result given. The call rests on the fitted dose curve; in most records, active means well fitted curve in the direction sought with a large enough effect; inconclusive means small, poorly fitted or top-dose-only effect, or another doubt; inactive means no such curve, though single readings can be large; an effect the other way counts as inactive or inconclusive. Not all compounds are listed. The share of hits here may be higher or lower than overall.

Results follow in this order: PTAP-TSG101 blk, p53null 39C kill, NTMT1 inh, FH mod, B2AR arrestin ag, GALK inhibitor, p53null 32C kill
CN1CCN(C(CNC(=O)c2cccc(F)c2)c2ccc3c(c2)OCO3)CC1 (centres undefined)
→ 0%, 2%, 2%, ?, 0%, -6%, 4%
Cc1cccc(NC(=O)CN2C(=O)C(c3ccccc3)=NC23CCC(C)CC3)c1 (centres undefined)
→ -6%, 3%, 5%, -25%, -3%, 8%, 11%
CCOC(=O)c1c(C)[nH]c(C)c1S(=O)(=O)N(C)CC(=O)N1CCN(c2ccc(Cl)cc2)CC1
→ 0%, 7%, 14%, -13%, -1%, 2%, 10%
CCc1ccc(-c2nc(CN3CCCC(C(=O)NCc4ccccc4Cl)C3)c(C)o2)cc1 (centres undefined)
→ -4%, ?, ?, ?, 1%, 0%, 0%
Cc1cccc(-c2noc(-c3ccccc3OCC(=O)Nc3ccccc3[N+](=O)[O-])n2)c1
→ -2%, 6%, 16%, -3%, -3%, 0%, 9%
CCOc1cccc(C(=O)Nc2nnc(S(=O)(=O)N(C)c3ccc(C)cc3)s2)c1
→ 4%, -10%, 7%, -4%, 0%, 0%, 4%
COc1ccc(CNC(=O)CN(c2cc(C(F)(F)F)ccc2Cl)S(C)(=O)=O)cc1
→ -5%, -7%, 7%, -10%, 1%, 0%, 4%
O=C(CCCCn1c(=O)c2ccccc2n(Cc2ccccc2F)c1=O)NCc1ccc2c(c1)OCO2
→ 2%, 3%, -6%, -34%, -2%, 7%, 6%
Cc1ccccc1CCNC(=O)c1ccc2c(c1)nc1n2CCCCC1
→ -2%, 1.3µM*, -16%, -8%, -1%, -3%, 2µM*
CC(=O)c1cccc(NC(=O)Nc2cc3c(cc2N2CCCC2)n(C)c(=O)n3C)c1
→ 0%, ?, -3%, -11%, 1%, -8%, 0%
COc1ccc(CNC(=O)c2ccc3nc(-c4ccc(F)cc4)c(-c4ccc(F)cc4)nc3c2)cc1
→ -8%, -1%, -10%, -40%, 1%, -1%, 0%
CC1=C(C(=O)Nc2ccccc2)C(c2ccc(F)cc2)n2nc(SCc3cc(C)ccc3C)nc2N1 (centres undefined)
→ -1%, 14%, 4%, -12%, -4%, -1%, -8%
COc1cc(NC(=O)CC2C(=O)N(c3cccc(C)c3)C(=O)N2Cc2ccc(F)cc2)cc(OC)c1 (centres undefined)
→ 0%, -1%, nt, nt, 0%, -2%, 3%
CCOc1ccc(OCC)c(NS(=O)(=O)c2ccc3c(c2)CCN3C(=O)C2CCC2)c1
→ 0%, -6%, 5%, -1%, 0%, 8%, 9%
Cc1ccc(C)c(-c2ccc(=O)n(Cc3ccc(F)cc3Cl)n2)c1
→ -4%, ?, -2%, -23%, -1%, -5%, -7%
COc1cccc(C(=O)N(Cc2ccco2)c2ccccn2)c1
→ 1%, -21%, 6%, -17%, -3%, -5%, -3%
Cc1cccc(N2CCN(C(=O)c3cccc(-n4c(C)nc5cccnc54)c3)CC2C)c1 (centres undefined)
→ -1%, 13%, -7%, 0%, 0%, 3%, -1%
CCC1Oc2ccccc2N(CC(=O)NCc2cc(OC)ccc2OC)C1=O (centres undefined)
→ -2%, 2%, 14%, -1%, 1%, -3%, 0%
CCS(=O)(=O)N1CCc2cc(C(=O)N3CCN(c4ccc(OC)cc4)CC3)ccc21
→ -7%, 3%, -16%, 4%, -3%, 1%, -3%
COc1cccc(NC(=O)CSc2nc(-c3ccccc3Cl)nc3c2Cc2c(CO)cnc(C)c2O3)c1
→ -3%, -19%, -18%, -23%, -1%, 4%, -5%
Cn1c(/C(C#N)=C/c2ccccc2Br)nc2ccccc21
→ 6%, ?, -2%, -13%, 0%, -3%, ?
COCCn1c(C)cc(O)c(C(c2ccc(Cl)cc2)N2CCN(c3ccccc3)CC2)c1=O (centres undefined)
→ -1%, -13%, -6%, 7%, 0%, 0%, -6%
Cc1cccc(N2CCN(S(=O)(=O)c3ccc(-c4cc(C(F)(F)F)on4)s3)CC2)c1C
→ 0%, 16%, 8%, -11%, 1%, -1%, -7%
COc1cc(OC)c(NC(=O)c2cc3c(s2)-c2ccc(Cl)cc2SC3)cc1Cl
→ 2%, -29%, 13%, -8%, -3%, -1%, 3%
CCc1ccc(C2=C(C)C(N3CCC(C(=O)NCCc4ccco4)CC3)=NS2(=O)=O)cc1
→ -1%, -25%, -12%, ?, 0%, ?, -1%
COc1ccccc1NC(=O)C1=C(C)Nc2nc3ccccc3n2C1c1cccc(OC)c1OC (centres undefined)
→ -7%, -13%, 12%, -15%, -1%, 0%, 15%
Cc1nn(CC(=O)NCC(C)c2ccccc2)c(=O)c2cc3ccccc3n12 (centres undefined)
→ -1%, -14%, 5%, 1%, 1%, -2%, -1%
COc1ccc(NC(=O)c2c(C)oc3ccc(O)c(CN4CCN(Cc5ccccc5)CC4)c23)cc1
→ -6%, 4%, -6%, -26%, ?, 1%, 0%
Cc1ccc(O)c(Nc2nc3ccccc3c3nncn23)c1
→ 0%, -19%, 15%, -6%, -2%, 3%, -1%
CCOC(=O)c1ccc2c(c1)N(Cc1cccc(C(F)(F)F)c1)C(=O)c1ccccc1S2(=O)=O
→ -1%, 22%, 12%, -17%, -1%, -2%, 0%
Cc1nc2ccccn2c(=O)c1NC(=O)c1ccc(F)c(F)c1
→ -2%, 4%, 6%, 0%, 2%, 2%, -4%
Cc1ccc(NC(=O)/C(C#N)=C/c2ccc(C(C)C)cc2)cc1C
→ 3%, 17%, 28%, -1%, 0%, 3%, -5%
CCOc1ccc(Nc2nc3cc(Cl)c(Cl)cc3nc2-n2nc(C)cc2C)cc1
→ 0%, 0%, -5%, -5%, 0%, 0%, -3%
Cc1ccc(-n2nc(C)c(C(=O)NCCCN3CCN(c4cccc(Cl)c4)CC3)c2-n2cccc2)cc1
→ 2%, ?, nt, nt, -1%, -5%, ?
Cc1cccc(C)c1OCC(=O)N(Cc1ccco1)Cc1ccco1
→ 0%, -1%, -4%, -9%, -2%, 8%, -9%
CCC(Cc1ccccc1)NC(=O)c1csc2c1CCCCC2 (centres undefined)
→ 1%, -7%, 1%, 3%, 0%, 6%, -13%
CCn1cc(C(=O)NCc2ccc(C)cc2)c(=O)c2cc(S(=O)(=O)N3CCC(C)CC3)ccc21
→ 6%, 17%, -4%, -18%, 0%, 8%, -5%
Cc1ccc(NC(=O)Nc2nnc(N3CCCC3)s2)c(C)c1
→ -6%, 28%, 0%, -2%, -3%, 4%, -8%
COC(=O)c1scc(-c2ccc(C)cc2)c1S(=O)(=O)Nc1ccc(OC(F)(F)F)cc1
→ 0%, -1%, 7%, -4%, 0%, 0%, -17%
CC(C)CC(=O)n1nc(-c2cccnc2)nc1NCc1ccc(F)cc1
→ -12%, 5%, 0%, -10%, -1%, 0%, 2%
O=C(NCCc1ccccc1)c1ccc(Cn2c(SCc3ccccc3F)nc3cccnc32)cc1
→ 20%, -30%, 89µM*, -19%, 1%, 1%, -17%
CCOc1ccccc1CNC(=O)Cn1nc(C)c2nn(-c3ccc(Cl)cc3)c(C)c2c1=O
→ 1%, -2%, -4%, -3%, 0%, 2%, -6%
Cc1ccc(-c2noc(-c3cc(-c4ccc(F)cc4)n[nH]3)n2)cc1
→ 1%, -11%, 9%, -8%, 0%, -2%, -9%
Cc1ccc2[nH]c3c(=O)n(CC(=O)N(C)c4cc(Cl)ccc4C)ncc3c2c1
→ -7%, -15%, 17%, 6%, 1%, 2%, 5%
COc1cccc(CNC(=O)Cn2c(=O)cc(C)c3c(C)nn(C)c32)c1OC
→ -4%, -15%, -5%, 31%, 0%, 0%, 0%
Cc1cccc(CS(=O)(=O)Cc2ccc(C(=O)NCc3ccccc3)o2)c1
→ -2%, 4%, -1%, -11%, 2%, 1%, 18%
CCCCn1cc(S(=O)(=O)c2ccc(OCC)cc2)c(=O)c2cc(OC)c(OC)cc21
→ -6%, -17%, ?, -8%, 1%, 6%, 7%
Cc1ccccc1-c1nc(CNC(=O)Nc2ccccc2)c(C)o1
→ -3%, 11%, 2%, -6%, 0%, -2%, -4%
CCc1ccc(Nc2ncnc3sc4c(c23)CCCC4)cc1
→ 0%, 9%, -6%, -6%, 1%, 0%, -1%
CCOc1ccccc1NC(=O)CN1c2ccccc2S(=O)(=O)c2ccccc21
→ 2%, 11%, 5%, -18%, 1%, 2%, 7%
COc1ccc(CNC(=O)CCCc2nnc3n(CCC(C)C)c(=O)c4sccc4n23)cc1
→ 1%, -24%, -4%, -26%, 2%, -1%, 12%
CCNC(=O)c1c(NC(=O)c2cc(=O)c3ccc(C)c(C)c3o2)sc2c1CCCC2
→ -11%, 0%, 3%, -2%, -1%, 2%, 2%
Cc1cccc(NC(=O)c2ccc3c(O)c(S(=O)(=O)c4ccccc4)c(=O)[nH]c3c2)c1C
→ -8%, 8%, 4%, -8%, 2%, 0%, -2%
CCOC(=O)c1[nH]c(C)c(CCC(=O)NCc2ccccc2C)c1C
→ 1%, -5%, 0%, -4%, 0%, 1%, -1%
CCOc1ccccc1NS(=O)(=O)c1ccc2c(c1)oc(=O)n2C
→ 0%, -27%, -8%, -38%, 0%, 9%, -4%
Cc1nn(C(=O)c2c(F)cccc2F)c(C)c1S(=O)(=O)N1CCOCC1
→ 0%, -13%, ?, 3%, 0%, -1%, -2%
Cc1nc(C)c(-c2ccc(SCC(=O)Nc3ccc(C)c(F)c3)nn2)s1
→ 0%, 8%, -17%, -1%, 0%, 1%, -2%
Cc1ccc2c(Sc3ccc(Cl)cc3)c(C(=O)NCCC(C)C)[nH]c2c1
→ -4%, 2%, -3%, -4%, -1%, -1%, 4%
Cc1cc(C)cc(NS(=O)(=O)c2ccc3[nH]cc(C(=O)NC4CCCCC4)c(=O)c3c2)c1
→ -7%, ?, -15%, ?, 0%, 0%, 3%
Nc1c(C(=O)NCCc2ccccc2)nnn1CC(=O)Nc1ccc(Cl)cc1
→ -3%, -11%, -2%, -1%, -1%, -2%, 3%

2 consecutive records already listed:
Results follow in this order: PTAP-TSG101 blk, p53null 39C kill, NTMT1 inh, FH mod, B2AR arrestin ag, GALK inhibitor, p53null 32C kill
Cc1cc(C)cc(NS(=O)(=O)c2ccc3[nH]cc(C(=O)NC4CCCCC4)c(=O)c3c2)c1
→ -7%, ?, -15%, ?, 0%, 0%, 3%
Nc1c(C(=O)NCCc2ccccc2)nnn1CC(=O)Nc1ccc(Cl)cc1
→ -3%, -11%, -2%, -1%, -1%, -2%, 3%
